# Screening data: PubChem BioAssay, National Center for Advancing Translational Sciences (NCATS)
# Shiga toxin inh: A qHTS for Small Molecule Inhibitors of Shiga Toxin. Vero cells, Shiga toxin protein synthesis inhibition reporter. inhibition, % at 38.7 µM. 290,000 compounds, 9.2% hits. AID 2315, 2010; in the data active means inhibition mostly above about 28%, no sharp cut-off; inactive means mostly below about 43%; further: 0% is about no effect
# Giardia FBPA inh: qHTS Assay for Inhibitors of Fructose-1,6-bisphosphate Aldolase from Giardia Lamblia. 290,000 compounds, 0.71% hits. purified Giardia FBPA. Potency, µM (doses to about 59.6 µM), without a hit: at the highest dose activity, negative = inhibition, most hits filed as inhibitors. AID 2451, 2010; further: potency means the concentration at half of the fitted maximal effect; on the % scale 0 is the no-effect control and ±100 the full control effect; nearly all actives have a fitted effect of over 55% in size
# Target sequence (A8B2U2 whole entry, looked up): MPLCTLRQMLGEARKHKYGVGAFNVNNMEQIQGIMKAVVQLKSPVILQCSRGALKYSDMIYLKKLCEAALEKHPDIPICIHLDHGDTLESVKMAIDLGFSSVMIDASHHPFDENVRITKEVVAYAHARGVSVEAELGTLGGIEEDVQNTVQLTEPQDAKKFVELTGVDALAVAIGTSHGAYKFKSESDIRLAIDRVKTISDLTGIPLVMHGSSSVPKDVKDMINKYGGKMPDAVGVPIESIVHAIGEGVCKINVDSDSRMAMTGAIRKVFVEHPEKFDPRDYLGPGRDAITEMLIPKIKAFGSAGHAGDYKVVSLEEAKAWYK
#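 40 nM FBPA preincubated 10 min at RT with compound (up to 57.5 uM final), then substrate plus GAPDH/TPI/NAD/arsenate coupling and diaphorase/resazurin added. Fluorescence read after 20 min at RT, 525/598 nm.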
# AmpC no deterg: qHTS Inhibitors of AmpC Beta-Lactamase (assay without detergent). AmpC nitrocefin hydrolysis, absorbance 480 nm, 0.0001% Triton. Potency, µM (top dose mostly 57.1 µM), for inactives: at the top dose activity change, negative = inhibition, actives largely listed as inhibitors. 330,000 compounds, 0.52% hits;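 further: potency means the concentration at half of the fitted maximal effect; plate controls were no compound for no effect and no enzyme for full effect; nearly all actives have a fitted effect of over 20% in size; some results filed as inactive show a strong effect at the top dose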
# Target sequence (P00811 whole entry, looked up): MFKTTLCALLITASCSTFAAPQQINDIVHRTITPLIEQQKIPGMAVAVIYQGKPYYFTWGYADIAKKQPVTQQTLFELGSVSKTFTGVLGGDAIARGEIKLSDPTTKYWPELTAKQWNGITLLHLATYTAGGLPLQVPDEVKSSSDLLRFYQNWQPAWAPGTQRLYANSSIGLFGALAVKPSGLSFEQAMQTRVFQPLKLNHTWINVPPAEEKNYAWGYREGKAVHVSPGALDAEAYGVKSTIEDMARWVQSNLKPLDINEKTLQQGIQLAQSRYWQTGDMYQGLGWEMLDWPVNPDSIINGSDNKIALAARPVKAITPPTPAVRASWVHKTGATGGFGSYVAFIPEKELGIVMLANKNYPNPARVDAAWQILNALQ
#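 20 mM phosphate pH 7.0 + 0.01% (detergent screen) or 0.0001% Triton X-100; 5.3 nM AmpC reagent; cpd preinc 15 min RT; nitrocefin (800 uM stock) to start; A480 q20 s × 4 min; Activity was normalised to no-enzyme and no-compound control wells.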
# HCMV inh: qHTS Assay for inhibitors of the human cytomegalovirus (HCMV); HFF cells, HCMV-luciferase reporter, 72 h; hits give low values; activity change, negative = inhibition, % at 57.5 µM; 410,000 compounds, 4.5% hits; in the data active means activity change below about -60%; inconclusive means no clear call, values can overlap the other calls; inactive means above about -39%; further: on the % scale 0 is the no-effect control and ±100 the full control effect
#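 Luciferase read-out from HCMV-luciferase-infected HFFs (MOI 1 PFU/cell) 72 h post infection at 37C; compounds added after 16 h cell attachment; activity normalized between buffer-only basal and Salinomycin (10uM) inhibitor controls.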
# AMA1 RON2 block: qHTS for Inhibitors of AMA1-RON; Towards Development of Antimalarial Drug Lead: Primary Screen | Potency, µM (doses to about 58.2 µM), for the others: top-dose activity change, negative = inhibition, usual class: inhibitors | 360,000 compounds, 0.2% hits | AlphaScreen AMA1-biotinylated RON2 peptide binding;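 further: potency means the concentration at half of the fitted maximal effect; 0% = vehicle wells and -100% = peptide control; nearly all actives have a fitted effect of over 45% in size; some results filed as inactive show a strong effect at the top dose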
#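 AMA1 (3D7) with his tag at 25 nM final met compounds first, then biotinylated RON2 peptide at 25 nM; detection used donor plus acceptor beads, 10 µg/mL apiece, read by AlphaScreen after 30 min at room temperature.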
# AmpC detergent: qHTS Inhibitors of AmpC Beta-Lactamase (assay with detergent) | AmpC hydrolysis of nitrocefin, absorbance 480 nm, 0.01% Triton | Potency, µM (top dose mostly 114 µM), without a hit: at the top dose activity change, negative = inhibition, usual class: inhibitors | 370,000 compounds, 0.041% hits | P00811 | AID 485294, 2010;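 further: potency means the concentration at half of the fitted maximal effect; 0% = no-compound wells and -100% = no-enzyme wells; nearly all actives have a fitted effect of over 25% in size; some results filed as inactive show a strong effect at the top dose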
#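 AmpC (5.3 nM in the dispensed reagent) in 20 mM phosphate pH 7.0 with 0.01% (detergent screen) or 0.0001% Triton X-100 was preincubated with compounds for 15 min at room temperature. Nitrocefin was then added from an 800 uM solution, and hydrolysis was followed at 480 nm.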
# Cycloheximide cs: Cycloheximide Counterscreen for Small Molecule Inhibitors of Shiga Toxin; cell reporter, cycloheximide protein synthesis inhibition counterscreen; max response, %; 300,000 compounds, 12% hits; AID 2314, 2010; in the data active means max response mostly above about 13%, no sharp cut-off; inactive means mostly below about 14%; further: read at 38.3 µM for the half of the compounds with a filed dose; 0% is about no effect
# Numbers without * were called inactive; u = inconclusive; x = no result given; & = joins results of further samples; [ ] = another dose, or the depositor's remark. Unless noted, the call rests on the fitted dose curve; in most records, active means well fitted curve in the direction sought with a large enough effect; inconclusive means small, poorly fitted or top-dose-only effect, or another doubt; inactive means no such curve, though single readings can be large; an effect the other way counts as inactive or inconclusive.
Structure,Shiga toxin inh,Giardia FBPA inh,AmpC no deterg,HCMV inh,AMA1 RON2 block,AmpC detergent,Cycloheximide cs
CCOc1ccc(N=Cc2c(O)cc(C)oc2=O)cc1,-4,-1%,0%,-5,-1%,u,-3
COC(=O)c1ccc(COC(=O)c2ccccc2OC)cc1,97*,3%,-12%,-14,5%,u,67*
COc1cccc(C(=O)O/N=C(\N)c2ccncc2)c1,71*,1%,-7%,71,-1%,-11%,47*
COC(=O)C1=NN(C(=O)c2ccc(Cl)cc2)C(O)(c2ccccc2)C1 (stereo not given),2,14%,-10%,21,2%,2%,13
Cc1ccc(C)c(S(=O)(=O)N2CCCOC2CNC(=O)C(=O)NCCc2ccco2)c1 (stereo not given),-1,x,22%,-12,19%,-2%,14
O=S(=O)(Nc1cccc(-c2nnco2)c1)c1ccc(Cl)cc1,10,-5%,-33%,54,-1%,0%,-1
CCN(CC)c1ccc(N=Cc2c(O)[nH]c(=O)[nH]c2=O)cc1,3,-3%,-17%,2,-30%,8%,5
COc1cccc(-c2nnc(SCCOc3ccc4c(C)cc(=O)oc4c3)o2)c1,-5,2%,-21%,8,5%,0%,-1
O=[N+]([O-])c1cc2nc(O)c(O)nc2cc1[N+](=O)[O-],-6,6%,x,x,x,x,14
Cc1ccc(-c2cc(-c3ccccc3)cc(-c3ccccc3)[n+]2-c2ccccc2)cc1,x,x,13%,-99*,1%,0%,x
CN(CC(=O)NCCc1ccc(S(N)(=O)=O)cc1)CC(=O)Nc1ccc(Cl)cc1,x,x,-8%,9,19%,x,x
CS(=O)(=O)N1CCN(C(=O)NC23CC4CC(CC(C4)C2)C3)CC1,-31,2%,-11%,17,1%,u,-6
CCOc1ccc2nc(Cl)c(CN(C(C)=O)C3CCCCC3)cc2c1,-24,12%,231%[activator],u,-4%,1%,-2
Cc1ccc(Cn2nnc3c(=O)[nH]c(C4CCN(S(=O)(=O)c5ccc(S(=O)(=O)NC6CC6)cc5)CC4)nc32)cc1,-7,-1%,18%,40,-4%,1%,-6
Cc1cc(C)n2c(SCC(=O)Nc3ccc(Cl)cn3)nnc2n1,5,0%,-15%,x,x,-18%,-2
CCn1nc(C)c(Oc2ccccc2O)c1C,-6,-1%,-15%,2,0%,u,6
Nc1nc(SCC(=O)Nc2ccccc2Oc2ccccc2)n[nH]1,-8,3%,-32%,59,-13%,-5%,-2
Cc1ccc2c(c1)cc(C(=O)N1CCN(c3ccccn3)CC1)n2C,-5,2%,52%,15,1%,-3%,-2
CCOc1ccc(OCC)c(NC(=O)C2CCCN(S(=O)(=O)c3c(C)noc3C)C2)c1 (stereo not given),-20,-1%,-7%,47,34%[activator],-9%,10
CCOC(=O)C1(Cc2ccc(OC)cc2)CCN(C(=O)c2csc(C)n2)CC1,32,0%,47%,-23,-9%,1%,10
O=C(Cc1ccccc1)NC(=S)Nc1ccc(OC(F)F)cc1,39*,-1%,-40%,3,8%,5%,18*
COCCCNC(=O)C1CCCN(S(C)(=O)=O)C1 (stereo not given),1,9%,-17%,6,-9%,-18%,-3
O=C(O)COc1ccccc1/C=C1\SC(=Nc2ccc(F)cc2)N(c2ccc(F)cc2)C1=O,5,2%,-13%[2.29 µM],-35,-7%,-3%,2
O=C(O)c1cccc(S(=O)(=O)N2CC=C(c3ccccc3)CC2)c1,x,x,-27%,-10,-9%,u,x
CCc1cc(SC#N)cc(C)c1N,-14,-1%,-14%,-13,-1%,-8%,-4

# Three entries already listed, sorted by length of the SMILES, smallest number first.
Structure,Shiga toxin inh,Giardia FBPA inh,AmpC no deterg,HCMV inh,AMA1 RON2 block,AmpC detergent,Cycloheximide cs
CCn1nc(C)c(Oc2ccccc2O)c1C,-6,-1%,-15%,2,0%,u,6
Nc1nc(SCC(=O)Nc2ccccc2Oc2ccccc2)n[nH]1,-8,3%,-32%,59,-13%,-5%,-2
CCOc1ccc2nc(Cl)c(CN(C(C)=O)C3CCCCC3)cc2c1,-24,12%,231%[activator],u,-4%,1%,-2

# Next section.
Structure,Shiga toxin inh,Giardia FBPA inh,AmpC no deterg,HCMV inh,AMA1 RON2 block,AmpC detergent,Cycloheximide cs
CCN(CC(=O)Nc1ccc(Cl)c(S(=O)(=O)N(C)C)c1)CC(=O)NC(C)C,-7,1%,7%,-25,3%,-12%,17
COCCNC(=O)CSc1ncnc2sccc12,-15,2%,-2%,43,-1%,u,4
CCOC(=O)c1sc(N/N=C/c2ccc(N(C)C)cc2)nc1C,9,17%,-9%,58,39%[activator],-2%,6
Cc1ccc(C)c(NC(=O)CN(C)C(=O)C2=NNC(=O)CC2)c1,x,x,-18%,-16,1%,x,x
CCN(CC(=O)Nc1ccccc1OC)C(=O)c1cc(S(=O)(=O)N2CCCCCC2)ccc1OC,x,x,137%[activator],-3,25%,u,x
Cc1c(C(=O)NC(C)c2ccccc2)c(-c2ccccc2)nn1-c1ccccc1 (stereo not given),-5,13%,14%,-3,-1%,-8%,-5
CCOc1ccccc1C(=O)NCC(=O)NC(C)c1ccc(-n2ccnc2)cc1 (stereo not given),x,x,-22%,-21,-3%,-9%,x
CCN(c1ccccc1)S(=O)(=O)c1cccc(C(=O)NCc2ccccn2)c1,x,x,-6%,-27,88%[activator],-15%,x
O=[N+]([O-])c1ccc(N/N=C2/CCCCC2c2ccccn2)c([N+](=O)[O-])c1 (stereo not given),9,-18%,-45%,5,12%,-6%,-2
C=CCNC(=S)N/N=C/c1cn(C)c2ccccc12,24,17%,-27%,-5,30%[activator],-7%,21*
CCCCn1c(=O)c(C(=O)Nc2nnc(C(C)C)s2)c(O)c2ccccc21,37,7%,-10%,x,x,-7%,-4
C=CCn1c(CSCc2ccccc2)nnc1SCC(=O)NCc1ccccc1,-3,-1%,38%[activator],-6,-11%,-6%,-1
CC(C)c1nnc(SCC(=O)NCc2ccco2)n1C,-14,-10%,-2%,40,37%[activator],-5%,-2
Cc1cc(NC(=O)CC2Oc3ccccc3NC2=O)ccc1Br (stereo not given),-7,16%,-45%,-13,19%,-2%,-1
N=c1c(S(=O)(=O)c2ccccc2)cc2c(=O)n3ccccc3nc2n1Cc1ccco1,-1,-28%,19%,-34,15%,u,-3
COc1ccc(C(=O)N/N=C/c2cc3ccccc3[nH]c2=O)cc1,-13,-3%,-26%,249,29%,-9%,-1
CC(=O)NC12CC3CC(C1)CC(C(=O)OCC(=O)c1ccc4c(c1)OCCO4)(C3)C2,80*,1%,43%,u,-3%,-12%,45*
CCCCN(C(=O)CNC(=O)c1cccs1)C(C(=O)NC1CCCCC1)c1cccnc1 (stereo not given),-3,5%,-18%,3,5%,-12%,-1
O=C(C(c1ccccc1)c1ccccc1)N1CCN(Cc2ccccn2)CC1,-5,-6%,17%,35,-5%,u,-4
Cc1ccc(CNC(=O)C(CCC(N)=O)NC(=O)OCc2ccccc2)cc1 (stereo not given),-11,0%,1%,-9,6%,-3%,4
COc1ccccc1N1CCN(c2cc(=O)n(Cc3ccc(F)cc3)c(=O)[nH]2)CC1,-2,-1%,-2%,-24,4%,-1%,4
CCc1ccccc1NC(=O)CN1CCN(C(=O)CN2C(=O)NC3(CCCC3)C2=O)CC1,x,x,-9%,23,-7%,-5%,x
Cc1cccnc1NC(=O)Cn1nc(-c2ccccc2)oc1=S,89*,-11%,6%,37,-5%,-5%,40*
C/C(CC(=O)NCc1ccco1)=N\NC(=O)COc1ccc(C)cc1,-10,-2%,-15%,5,5%,-12%,-3
CCOC(=O)C1C(CC)NC(=S)NC1(C)O (stereo not given),-9,-4%,-21%,-11,11%,6%,-1
Cc1[nH]n(-c2ccccc2)c(=O)c1/C=N/N1C(=O)c2cccc3cccc(c23)C1=O,14,-3%,-33%,16,78%[activator],7%,-1
O=C(Nc1ccccc1[N+](=O)[O-])C1C(c2ccccc2)=C1c1ccccc1,15,1%,-10%,-21,7%,0%,-2
COc1ccc(/C=C/c2nc(C#N)c(NCCN(C)C)o2)cc1OC,2,-2%,-5%,86,10%,u,2
O=C(NCCOC(=O)c1ccc(S(=O)(=O)N2CCOCC2)cc1)c1cccnc1,-5,5%,-14%,-8,-8%,3%,-3
CCCN(CC(=O)Nc1ccccc1C)C(=O)c1cc(C)oc1C,x,x,-16%,-7,-3%,8%,x
CCCCN(C)S(=O)(=O)c1ccc(C(=O)N=c2sc3cc(NC(C)=O)ccc3n2C)cc1,8,8%,-21%,-19,-17%,-2%,1
CCOc1ccc(C(CC(=O)O)NC(=O)COc2ccccc2OC)cc1OC (stereo not given),-15,6%,-45%,61,9%,2%,-6
CCOc1ccc(NC(=O)C2CCCN(S(=O)(=O)c3ccc4[nH]c(=O)ccc4c3)C2)cc1 (stereo not given),-7,2%,-9%,u,-10%,3%&-2%,-1
Cc1cc(-c2nn(-c3ccccc3)cc2/C=C2\SC(N)=NC2=O)ccc1OC(C)C,-11,-1%,-15%,u,5%,-1%,-3
NC(CC(=O)NC(c1ccccc1)(c1ccccc1)c1ccccc1)C(=O)O (stereo not given),-4,-7%,11%,-69*,61%[activator],-6%,-1
CCOC(=O)Cc1csc(NC(=O)CCS(=O)(=O)Cc2ccccc2)n1,8,6%,0%,31,3%,-5%,1
CCOC(=O)C1CCCN(c2nc3ccccc3nc2NS(=O)(=O)c2ccc(C)cc2)C1 (stereo not given),x,x,-19%,-23,16%,-4%,x
CNC(=O)c1sc(-c2cccnc2)nc1C,-14,-1%,-27%,-34,3%,-6%,-4
CC(=O)C(Cc1ccccc1)NC(=O)COC(=O)c1cccc(C)c1[N+](=O)[O-] (stereo not given),x,x,-4%,-3,7%[11.6 µM],x,x
COc1ccc2oc(C(=O)OCC(=O)N3CCN(c4ccccc4)CC3)c(C)c2c1,x,x,-17%,-33,-10%,-4%,x
COC(=O)c1ccc(Cl)c(NC(=O)CN2CCN(Cc3ccccc3)CC2)c1,12,-2%,0%,-7,5%,-8%,-2
O=C(Oc1ccccc1)c1ccccc1OS(=O)(=O)c1ccccc1,-2,-9%,-27%,u,17%,-12%,6
COc1ccccc1NS(=O)(=O)c1cccc(C(=O)N/N=C/c2ccc(N3CCOCC3)cc2)c1,-5,0%,27%,16,-1%,-6%,-1
Cc1cc(NC(=O)C2(c3ccccc3)CCCC2)no1,-3,-3%,-27%,-17,13%,u,-2

# Some values from above:
# Cycloheximide cs, `O=C(Nc1ccccc1[N+](=O)[O-])C1C(c2ccccc2)=C1c1ccccc1` : -2
# AMA1 RON2 block, `CCCCN(C)S(=O)(=O)c1ccc(C(=O)N=c2sc3cc(NC(C)=O)ccc3n2C)cc1` : -17%
# HCMV inh, `CC(=O)C(Cc1ccccc1)NC(=O)COC(=O)c1cccc(C)c1[N+](=O)[O-]` (stereo not given) : -3
